CHT inh: inhibitors of human choline transporter CHT. CHT-expressing cells, membrane potential dye, choline response; hits give low values. AID 488975. B-score at 10 µM. 310,000 tested, 0.86% active. Q9GZV3;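 active means B-score over 3 SD under the library average, and starting fluorescence ratio not unusually high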;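 further: choline stimulus applied at its EC90 after an EC20 pre-addition; B-score computed on integrated fluorescence ratio after choline addition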
Target sequence (Q9GZV3 whole entry, looked up): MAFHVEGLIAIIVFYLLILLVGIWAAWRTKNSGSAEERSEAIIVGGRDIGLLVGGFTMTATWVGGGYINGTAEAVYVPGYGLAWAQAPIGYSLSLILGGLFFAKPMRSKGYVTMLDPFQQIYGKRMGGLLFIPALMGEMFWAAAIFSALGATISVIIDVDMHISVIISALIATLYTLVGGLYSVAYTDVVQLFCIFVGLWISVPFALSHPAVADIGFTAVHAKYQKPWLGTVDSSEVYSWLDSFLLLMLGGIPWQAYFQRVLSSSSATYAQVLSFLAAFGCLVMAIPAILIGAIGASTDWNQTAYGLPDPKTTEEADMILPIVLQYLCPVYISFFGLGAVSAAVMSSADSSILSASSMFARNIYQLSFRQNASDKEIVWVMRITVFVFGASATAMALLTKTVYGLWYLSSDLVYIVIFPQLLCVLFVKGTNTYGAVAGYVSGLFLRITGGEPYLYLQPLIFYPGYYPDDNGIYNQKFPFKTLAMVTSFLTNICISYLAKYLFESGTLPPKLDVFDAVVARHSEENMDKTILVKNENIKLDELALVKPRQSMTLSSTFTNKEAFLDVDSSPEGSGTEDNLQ
CHT allo act: human CHT allosteric activation | CHT-expressing cells, membrane potential dye, choline EC20; hits give high values; LV-AA mutant CHT in HEK293 cells | 310,000 tested, 0.49% active | B-score at 10 µM | Q9GZV3;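 active means initial fluorescence not abnormally high and integrated response B-score, plate-corrected, over 3 SD above library mean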
Calls only.

Results for CCOc1cc(C(=O)N2CCOCC2)ccc1OCc1ccccc1 ?
CHT inh: inactive; CHT allo act: inactive

What do the screens show for `CC(C)(CO)NC(=O)c1ccc2c(c1)C(=O)c1ccccc1-2`?
CHT inh: inactive; CHT allo act: inactive

Results for CC1(C)Cc2ccccc2C(=NC(Cc2ccccc2)C(=O)O)N1 (configuration not stated) ?
CHT inh: inactive; CHT allo act: inactive

How did O=C(c1ccc(Cl)c(S(=O)(=O)N2CCOCC2)c1)N1CCCCCC1 do in these assays?
CHT inh: inactive; CHT allo act: inactive

What do the screens show for `Cc1ccc(NC(=O)C(=O)NCCOc2ccc(Cl)cc2)c(C)c1`?
CHT inh: inactive; CHT allo act: inactive

What do the screens show for `COc1ccc(C(=O)N2CCN(Cc3ccccc3C)CC2)cc1OC`?
CHT inh: inactive; CHT allo act: inactive

What do the screens show for `CC(=O)[C@@H]1[C@@H]2C(=O)N(C3CCCCC3)C(=O)[C@@H]2C2c3ccccc3C=CN21` (some centres not stated)?
CHT inh: inactive; CHT allo act: inactive

What do the screens show for `O=c1c2c([nH]c3ccccc13)CCCCCC2`?
CHT inh: inactive; CHT allo act: inactive

What do the screens show for `C/C(CC(=O)c1ccccc1)=N\NC(=O)CC#N`?
CHT inh: inactive; CHT allo act: inactive

What do the screens show for `O=C(O)COc1ccc(S(=O)(=O)NCCc2ccccc2)cc1`?
CHT inh: inactive; CHT allo act: inactive

How did CCOC(=O)C1=C(C)NC(=S)NC1/C=C/c1ccccc1 (configuration not stated) do in these assays?
CHT inh: inactive; CHT allo act: inactive

What do the screens show for `CCN(CC(=O)Nc1ccc(NC(C)=O)cc1)C(=O)/C=C/c1ccccc1`?
CHT inh: inactive; CHT allo act: inactive

How did Cc1ccc2nc(-c3sc4nc(C)ccc4c3N)[nH]c2c1 do in these assays?
CHT inh: inactive; CHT allo act: inactive

How did O=C(CSc1nnnn1-c1cccc2ccccc12)Nc1ccc(C(=O)O)cc1 do in these assays?
CHT inh: inactive; CHT allo act: inactive

Results for COC(=O)CC(=O)N1CCN(c2ccc(Cl)c(Cl)c2)CC1 ?
CHT inh: inactive; CHT allo act: inactive

How did CCOC(=O)C(C)n1cnc2scc(-c3ccc(C)c(C)c3)c2c1=O (configuration not stated) do in these assays?
CHT inh: inactive; CHT allo act: inactive

How did Cc1cccc(CCNS(=O)(=O)c2ccc3c(c2)n(C)c(=O)c(=O)n3C)c1 do in these assays?
CHT inh: inactive; CHT allo act: inactive

Results for COc1ccc(/C=C/C(=O)Nc2ccccc2C)cc1S(=O)(=O)N1CCOCC1 ?
CHT inh: inactive; CHT allo act: inactive

Results for O=C(CSCCO)Nc1cccc2ccccc12 ?
CHT inh: inactive; CHT allo act: inactive

What do the screens show for `Cc1c(C(=O)Nc2ccc3oc(-c4cccnc4)nc3c2)oc2ccccc12`?
CHT inh: inactive; CHT allo act: inactive

Results for Cc1cc(N(CC(=O)NC(C)C)S(C)(=O)=O)ccc1Br ?
CHT inh: inactive; CHT allo act: inactive

What do the screens show for `CC(C)N1CCN(Cc2ccc3c(c2)Cc2ccccc2-3)CC1CCO` (configuration not stated)?
CHT inh: inactive; CHT allo act: inactive

How did COc1ccc(-c2cn3c(C)c(C(=O)Nc4ccncc4)sc3n2)cc1 do in these assays?
CHT inh: inactive; CHT allo act: inactive

Results for CCOC(=O)N1CCC(NC(=O)CC(NS(=O)(=O)c2ccc(C)cc2)c2ccco2)CC1 (configuration not stated) ?
CHT inh: inactive; CHT allo act: inactive

What do the screens show for `Cc1cc(N2CCN(C)CC2)nc2ccc(NC(=O)CCC(=O)N3CCN(c4ccc([N+](=O)[O-])cc4)CC3)cc12`?
CHT inh: inactive; CHT allo act: inactive

How did COc1ccc(S(=O)(=O)NNC(=S)NCCc2ccccc2)c(OC)c1 do in these assays?
CHT inh: inactive; CHT allo act: inactive

How did O=C(c1ccccc1)N1CCN(CC(O)COC2CCCCC2)CC1 (configuration not stated) do in these assays?
CHT inh: inactive; CHT allo act: inactive

How did Cc1ccc(NC(=O)CSc2nnc(COc3ccc(C#N)cc3)n2-c2ccccc2)cc1C do in these assays?
CHT inh: inactive; CHT allo act: inactive

Results for CCc1ccc(N2CC(O)=C(c3nc4ccccc4c(=O)[nH]3)C2=N)cc1 ?
CHT inh: inactive; CHT allo act: inactive

How did O=C(OCc1nnc(-c2ccccc2)o1)c1cccc(S(=O)(=O)N2CCOCC2)c1 do in these assays?
CHT inh: inactive; CHT allo act: inactive

For convenience, 3 of the compounds above.
How did Cc1ccc(NC(=O)CSc2nnc(COc3ccc(C#N)cc3)n2-c2ccccc2)cc1C do in these assays?
CHT inh: inactive; CHT allo act: inactive

Results for CCc1ccc(N2CC(O)=C(c3nc4ccccc4c(=O)[nH]3)C2=N)cc1 ?
CHT inh: inactive; CHT allo act: inactive

How did O=C(OCc1nnc(-c2ccccc2)o1)c1cccc(S(=O)(=O)N2CCOCC2)c1 do in these assays?
CHT inh: inactive; CHT allo act: inactive

Later entries.
How did CCOc1ccc2nc(N3CCC(C(=O)NC4CCCCC4)CC3)sc2c1 do in these assays?
CHT inh: inactive; CHT allo act: inactive

Results for Cc1cc(C)c2c(CC(=O)NC3CCS(=O)(=O)C3)coc2c1 (configuration not stated) ?
CHT inh: inactive; CHT allo act: inactive

What do the screens show for `CCn1ncc(/C=N/O)c1C`?
CHT inh: inactive; CHT allo act: inactive

Results for CCCCN(CC)C(=O)c1cc2cc3ccc(OC)cc3nc2o1 ?
CHT inh: inactive; CHT allo act: inactive

How did CC(=O)NCCc1c(C)n(Cc2ccccc2)c2ccccc12 do in these assays?
CHT inh: inactive; CHT allo act: inactive

Results for Cn1cc(CNC(=O)c2cc(-c3ccccc3)nc3ccc(Br)cc23)cn1 ?
CHT inh: inactive; CHT allo act: inactive

What do the screens show for `Cn1c(=O)c(C(=O)Nc2ncccn2)c(O)c2ccccc21`?
CHT inh: inactive; CHT allo act: inactive

What do the screens show for `COc1ccc(-n2c(SCC(=O)N3CCOCC3)nnc2C(C)N2CCCCC2)cc1` (configuration not stated)?
CHT inh: inactive; CHT allo act: inactive

Results for CC1Cc2ccccc2N1Cc1nc2cc(C(F)(F)F)ccc2c(=O)[nH]1 (configuration not stated) ?
CHT inh: inactive; CHT allo act: inactive

What do the screens show for `COc1ccc(C(=O)NCc2nnc(SCC(=O)N3CCCC3)o2)cc1OC`?
CHT inh: inactive; CHT allo act: inactive

What do the screens show for `COc1ccc(C(CC(=O)c2ccc(C)cc2)Nc2ccc([N+](=O)[O-])cc2)cc1` (configuration not stated)?
CHT inh: inactive; CHT allo act: inactive

Results for C=C(C)CC1(NC(C)c2ccccc2)CCCCC1 (configuration not stated) ?
CHT inh: inactive; CHT allo act: inactive

Results for CCOC(=O)C1=C(CSc2nc(-c3ccncc3)ccc2C#N)OC(N)=C(C#N)C1c1ccc(OC)cc1 (configuration not stated) ?
CHT inh: inactive; CHT allo act: inactive

How did CC(C)CC(=O)NC(c1cccs1)c1ccc2cccnc2c1O (configuration not stated) do in these assays?
CHT inh: inactive; CHT allo act: inactive

How did COc1ccccc1NC(=O)/C(=N/OCc1ccc(C#N)cc1)C(C)=O do in these assays?
CHT inh: inactive; CHT allo act: inactive

How did COc1ccccc1N(CC(=O)NCC(C)C)S(=O)(=O)c1cccs1 do in these assays?
CHT inh: inactive; CHT allo act: inactive

Results for COCCN(CC(=O)NCc1ccccc1)C(=O)CCC(=O)Nc1ccccn1 ?
CHT inh: inactive; CHT allo act: inactive

Results for Cc1ccccc1-n1cc(-c2ccc(Br)cc2)nc1SCC(N)=O ?
CHT inh: inactive; CHT allo act: inactive

How did CCCc1cc(=O)[nH]c(SCc2csc(-c3ccccc3)n2)n1 do in these assays?
CHT inh: inactive; CHT allo act: inactive

Results for O=C(CSc1cccc[n+]1[O-])N1CCCc2ccccc21 ?
CHT inh: inactive; CHT allo act: inactive

By substructure: those above with a cyano group.
What do the screens show for `C/C(CC(=O)c1ccccc1)=N\NC(=O)CC#N`?
CHT inh: inactive; CHT allo act: inactive

How did Cc1ccc(NC(=O)CSc2nnc(COc3ccc(C#N)cc3)n2-c2ccccc2)cc1C do in these assays?
CHT inh: inactive; CHT allo act: inactive

Results for CCOC(=O)C1=C(CSc2nc(-c3ccncc3)ccc2C#N)OC(N)=C(C#N)C1c1ccc(OC)cc1 (configuration not stated) ?
CHT inh: inactive; CHT allo act: inactive

How did COc1ccccc1NC(=O)/C(=N/OCc1ccc(C#N)cc1)C(C)=O do in these assays?
CHT inh: inactive; CHT allo act: inactive

(continued)
How did FC(F)(F)c1ccc(CN2C[C@@H]3C(c4ccc(Cl)nc4)C4(c5ccccc5)CC3(C4)[C@H]2c2ccccc2)cc1 (some centres not stated) do in these assays?
CHT inh: inactive; CHT allo act: inactive

How did COc1ccc2[nH]cc(C(=O)CN3CCCC(C)C3)c2c1 (configuration not stated) do in these assays?
CHT inh: inactive; CHT allo act: inactive

How did O=C1/C(=C\c2ccc(-c3ccccc3Cl)o2)SC(=S)N1CC1CCCO1 (configuration not stated) do in these assays?
CHT inh: inactive; CHT allo act: inactive

What do the screens show for `Clc1ccc2nc(C3CCN(Cc4ccccc4)CC3)[nH]c2c1`?
CHT inh: inactive; CHT allo act: inactive

How did COc1ccc(COc2cccnc2N)cc1 do in these assays?
CHT inh: inactive; CHT allo act: inactive

What do the screens show for `CN(C(=O)c1ccco1)c1nc2c(s1)CCCC2`?
CHT inh: inactive; CHT allo act: inactive

What do the screens show for `Cc1ccc(CSC2=NCCN2C(=O)C(C)Oc2ccccc2)cc1` (configuration not stated)?
CHT inh: inactive; CHT allo act: inactive

What do the screens show for `COc1cc(/C=N/c2oc(-c3ccccc3)cc2C#N)ccc1O`?
CHT inh: inactive; CHT allo act: inactive

What do the screens show for `Cc1cc(C)nc(SC2CCCCC2O)n1` (configuration not stated)?
CHT inh: inactive; CHT allo act: inactive

What do the screens show for `Cc1ccc2[nH]c(=O)c(CN(CCCN3CCOCC3)Cc3nnnn3C3CCCC3)cc2c1`?
CHT inh: inactive; CHT allo act: inactive

Of the compounds above, these contain fluorine:
Results for CC1Cc2ccccc2N1Cc1nc2cc(C(F)(F)F)ccc2c(=O)[nH]1 (configuration not stated) ?
CHT inh: inactive; CHT allo act: inactive

How did FC(F)(F)c1ccc(CN2C[C@@H]3C(c4ccc(Cl)nc4)C4(c5ccccc5)CC3(C4)[C@H]2c2ccccc2)cc1 (some centres not stated) do in these assays?
CHT inh: inactive; CHT allo act: inactive

Other compounds
What do the screens show for `O=C(CNS(=O)(=O)c1ccccc1)NNC(=O)C(Cl)Cl`?
CHT inh: inactive; CHT allo act: inactive

How did CC(=O)Nc1ccc(S(=O)(=O)NCC(=O)NNC(=O)c2csc(N3CCOCC3)n2)cc1 do in these assays?
CHT inh: inactive; CHT allo act: inactive

How did CC(=O)c1cccc(CN2CCN(CCC(C)C)C(CCO)C2)c1 (configuration not stated) do in these assays?
CHT inh: inactive; CHT allo act: inactive

Results for CC(=O)Nc1ccc(S(=O)(=O)NCc2ccc(C(=O)NCc3ccc(Cl)cc3)cc2)cc1 ?
CHT inh: inactive; CHT allo act: inactive

What do the screens show for `COc1cc(C(O)P(=O)(OCC(C)C)c2ccc(N(C)C)cc2)cc(OC)c1OC` (configuration not stated)?
CHT inh: inactive; CHT allo act: inactive

Results for CN(Cc1ccccc1)C(=O)c1nc2ccccn2c1CN1CCC(N2CCOCC2)CC1 ?
CHT inh: inactive; CHT allo act: inactive

What do the screens show for `CCOc1ccc(OCCC(=O)N2CCN(S(=O)(=O)c3ccc(OCC)cc3)CC2)cc1`?
CHT inh: inactive; CHT allo act: inactive

How did O=C1NC2=C(C(=O)CCC2)C(c2ccc([N+](=O)[O-])cc2)N1 (configuration not stated) do in these assays?
CHT inh: inactive; CHT allo act: inactive

Results for CC(Oc1cc2oc(=O)cc(-c3ccccc3)c2cc1Cl)C(=O)NCC1CCC(C(=O)O)CC1 (configuration not stated) ?
CHT inh: inactive; CHT allo act: inactive

How did Cc1cc(C)cc(-n2c(C)cc(C(=S)N3CCOCC3)c2C)c1 do in these assays?
CHT inh: inactive; CHT allo act: inactive

Results for O=C(NCCc1c[nH]c2ccccc12)/C(=C\c1cccnc1)NC(=O)c1cccs1 ?
CHT inh: inactive; CHT allo act: inactive

How did COc1cccc(-c2cc(C(F)(F)F)nc(N3CCN(c4ccccc4)CC3)n2)c1 do in these assays?
CHT inh: inactive; CHT allo act: inactive

Results for O=C(COC(=O)c1ncc(Cl)c(Cl)c1Cl)NNC(=O)c1ccccc1 ?
CHT inh: inactive; CHT allo act: inactive

How did C=CCN1C(=O)C(CC(=O)NCC)SC1=Nc1ccccc1CC (configuration not stated) do in these assays?
CHT inh: inactive; CHT allo act: inactive

Results for CCN(CC)CCNC(=O)c1ccc(NC(=O)/C=C/c2cc(OC)c(OC)c(OC)c2)cc1 ?
CHT inh: inactive; CHT allo act: inactive

What do the screens show for `Cc1cc(Br)cc(Cl)c1OC(=O)c1cnccn1`?
CHT inh: inactive; CHT allo act: inactive

How did COC(=O)c1cn(NC(=O)c2ccc(F)cc2)c(=O)c2ccccc12 do in these assays?
CHT inh: inactive; CHT allo act: inactive

How did CC(OC(=O)c1ccc2c(c1)OCCO2)C(=O)c1ccccc1 (configuration not stated) do in these assays?
CHT inh: inactive; CHT allo act: inactive

What do the screens show for `Cc1ccc(C(=O)NCC(=O)OCCOc2ccccc2Cl)cc1`?
CHT inh: inactive; CHT allo act: inactive

How did Cc1c(Cl)cccc1NC(=S)N(CCCN1CCOCC1)Cc1ccco1 do in these assays?
CHT inh: inactive; CHT allo act: inactive

What do the screens show for `O=C(CC1S/C(=N/N=C/c2ccco2)NC1=O)Nc1ccccc1` (configuration not stated)?
CHT inh: inactive; CHT allo act: inactive

Results for C[C@H](NC(=O)[C@H](Cc1ccccc1)n1c(=O)[nH]c2ccccc2c1=O)C(=O)N1CCC[C@H]1C(=O)O ?
CHT inh: inactive; CHT allo act: inactive

What do the screens show for `COc1ccc(-c2nc(NC(=O)c3ccc(OCC(=O)Nc4ccc(F)cc4)c(OC)c3)sc2C)cc1`?
CHT inh: inactive; CHT allo act: inactive

From PubChem BioAssay
